NadD block: NadD (S. aureus) enzyme inhibition | purified NadD enzyme, colorimetric absorbance read-out | inhibition, % at 20 µM | actives 0.78% (n = 360,000) | AID 602399; in the data active = inhibition above about 26%; note: some compounds past the cut are filed as inactive
CSN inh: blocks human CSN-mediated cullin deneddylation | Purified CSN, SCF-Nedd8-OG deneddylation, fluorescence polarization | inhibition, % at 12.5 µM | Q92905 | actives 0.38% (n = 360,000);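 active = pattern-corrected inhibition above about 35%, with an unprinted fluorescence ratio check between 0.5 and 1.5, limit read from the data, passing the limit was not always enough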;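 note: 0% = enzyme with substrate and 100% = substrate without enzyme; some results filed as inactive read as strong as hits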
Target sequence (Q92905 whole entry, looked up, one chain of several): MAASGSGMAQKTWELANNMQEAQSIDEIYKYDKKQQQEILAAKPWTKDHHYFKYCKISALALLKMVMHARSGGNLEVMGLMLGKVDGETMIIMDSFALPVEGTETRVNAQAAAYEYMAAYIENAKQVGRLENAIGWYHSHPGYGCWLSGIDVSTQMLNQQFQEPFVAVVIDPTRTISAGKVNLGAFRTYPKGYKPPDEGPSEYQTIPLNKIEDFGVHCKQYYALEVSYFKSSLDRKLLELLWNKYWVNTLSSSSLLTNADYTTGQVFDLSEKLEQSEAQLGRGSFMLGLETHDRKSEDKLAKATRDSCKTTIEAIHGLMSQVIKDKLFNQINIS
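Assay system: purified human Csn5 enzyme expressed in HEK293T cells; Input: 0.24 nM Csn5 enzyme, final concentration; Reagent: 10 nM SCFSkp2-Nedd8OG; Compound dosing: 12.5 µM single point; Times: reaction 90 min, room temperature; Technique: fluorescence polarization readout.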
MLLE-PAM2 inh: blocks PAM2 peptide binding to the PABP1 MLLE domain; GST-MLLE / FITC-PAM2 fluorescence polarization; inhibition, % at 20 µM; actives 0.36% (n = 360,000); in the data active = inhibition above about 35%, passing the limit was not always enough;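 note: plate controls were DMSO wells with GST-MLLE for no effect and wells lacking GST-MLLE protein for full effect; some results filed as inactive read as strong as hits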
Target sequence (P11940 whole entry, looked up, the tested form may be a part): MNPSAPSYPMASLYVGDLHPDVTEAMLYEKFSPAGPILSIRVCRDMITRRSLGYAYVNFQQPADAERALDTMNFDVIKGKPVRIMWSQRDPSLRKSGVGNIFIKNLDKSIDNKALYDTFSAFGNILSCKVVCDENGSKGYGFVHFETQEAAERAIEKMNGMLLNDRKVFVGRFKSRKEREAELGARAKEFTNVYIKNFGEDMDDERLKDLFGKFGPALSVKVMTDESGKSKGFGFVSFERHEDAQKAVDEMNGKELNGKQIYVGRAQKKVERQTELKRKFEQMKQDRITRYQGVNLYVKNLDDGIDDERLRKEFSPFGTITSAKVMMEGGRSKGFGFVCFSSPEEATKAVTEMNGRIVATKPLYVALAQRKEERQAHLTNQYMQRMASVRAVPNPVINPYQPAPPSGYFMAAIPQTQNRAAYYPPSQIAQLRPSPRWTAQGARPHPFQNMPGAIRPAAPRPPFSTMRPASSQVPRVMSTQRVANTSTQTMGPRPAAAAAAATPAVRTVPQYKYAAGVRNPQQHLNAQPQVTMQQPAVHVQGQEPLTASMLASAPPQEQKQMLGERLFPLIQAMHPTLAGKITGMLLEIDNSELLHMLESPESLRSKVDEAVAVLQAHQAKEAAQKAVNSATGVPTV
Rin1 Abl inh: inhibitors of human Rin1-Abl protein interaction. P00519+Q13671. TR-FRET Rin1/Abl binding, biochemical. inhibition, % at 7.35 µM. actives 0.4% (n = 360,000). AID 588664; in the data active = inhibition above about 5%, passing the limit was not always enough
Rpn11 inh: Rpn11 (human) deubiquitinase inhibition; human 26S proteasome, Ub4-pepOG fluorescence polarization; 20S core pre-blocked with epoxomicin; O00487; actives 0.59% (n = 360,000); calls only at 20 µM;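 active = inhibition at 20 µM, scaled to each plate's controls, above about 33%, limit read from the data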
Neddyl block: inhibitors of human cullin neddylation; actives 0.58% (n = 360,000); TR-FRET cullin neddylation, biochemical; calls only at 25 µM; P61081+Q13564; in the data active = inhibition above about 36%
FAS TE block: blocks the thioesterase domain of human fatty acid synthase. P49327. inhibition, % at 15 µM. recombinant FAS-TE, OMFH fluorogenic substrate, fluorescence endpoint. actives 0.67% (n = 360,000);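 active = compounds whose normalised, plate-corrected inhibition of enzyme fluorescence in the single-dose primary screen is 50% or more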;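 note: 0% = DMSO with enzyme and 100% = substrate without enzyme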
SKN-1 block: blocks SKN-1 activity in C. elegans. AID 624304. actives 0.49% (n = 360,000). C. elegans VP596 Pgst-4::GFP/RFP ratio, acrylamide-induced, 24 h. inhibition, % at 21.8 µM;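 active = interference check ratio from 0.5 to 1.5 plus GFP to RFP signal ratio inhibition reaching or exceeding a fixed threshold, cut at about 30% in these data, passing the limit was not always enough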; note: some compounds called inactive have numbers as strong as hits
MT1-MMP act inh: MT1-MMP (human) activation inhibition. P50281. HT1080 RFP-PRO-GFP cells, GFP/RFP ratio fluorescence, overnight; percent of plate control window, DMSO zero. GFP/RFP ratio change, % at 20 µM. actives 0.061% (n = 360,000). AID 651647;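 active = GFP/RFP ratio change of at least 30% with cell ATP level not reduced by more than half and red fluorescence within 50% of control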; note: strong numbers were not always called active
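Assay system: HT1080 cells carrying an RFP-PRO-GFP reporter | Dosing: Single dose of 20 µM compound, 1% DMSO final | Incubation: Cells overnight before dosing, compound overnight, 37 °C, 5% CO2 | Evaluation: GFP/RFP fluorescence ratio | Control set: DMSO and RFP-L50D-GFP cell wells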
The depositor's hits bear a star; i = inactive; . = no result given; + = active, no number.

no.	structure	NadD block	CSN inh	MLLE-PAM2 inh	Rin1 Abl inh	Rpn11 inh	Neddyl block	FAS TE block	SKN-1 block	MT1-MMP act inh
1	Cc1cccc(NC(=S)N2CCCCCC2)c1C	6	-1	-100	3	i	i	-4	-10	-1
2	O=C(COc1ccc2c3c(c(=O)oc2c1)CCCC3)NCC(O)c1ccccc1 (stereo unspecified)	-5	0	3	2	i	i	-2	-14	-2
3	CC(C)(CC(=O)O)CC(=O)N1CCCN(c2nc3ccc(Cl)cc3s2)CC1	0	-2	7	0	i	i	-6	-9	6
4	COC(=O)C1=CN(c2ccc(Oc3ccccc3)cc2)C(N)=C(C#N)C1c1cccc(OC)c1OC (stereo unspecified)	.	-9	.	.	.	i	.	3	-2
5	COc1ccccc1N(C)c1cc2c(c3c1ccn3C)C1CCC2C1 (stereo unspecified)	12	-1	-9	0	i	i	18	11	-1
6	COc1ccc(CCC(=O)N2CCN(c3ccc(OC)cc3)CC2)cc1	-2	3	-1	2	i	i	-2	-2	2
7	c1ccc(CNc2nc(NCC3CC3)nc3cc(-c4ccccc4)sc23)cc1	26	-1	-23	-5	i	i	-8	-6	2
8	CC(=O)c1ccc(OCc2ccccc2)c(C)c1O	-6	1	2	4	i	i	24	18	2
9	CC(Sc1nnc(COc2ccccc2)n1Cc1ccccc1)C(=O)O (stereo unspecified)	-7	1	-21	1	i	i	-5	-6	-2
10	COc1ccccc1C1(CCN=Cc2ccc(N(C)C)cc2)CCOC(C)(C)C1 (stereo unspecified)	-5	-2	-6	-6	i	i	-6	-10	-4
11	N#CCOC(=O)/C=C/c1ccc2c(c1)OCO2	-5	-2	5	-1	i	i	2	-7	2
12	CN(C)CCNC(=O)CCCNC(=O)Cn1cnc2sc3c(c2c1=O)CCCC3	2	1	-6	-2	i	i	-12	-20	-3
13	CCN1C[C@@H]2[C@@H]3C(=O)N(Cc4ccccc4)C(=O)[C@@H]3[C@](CC)(C1=O)N2C(=O)c1ccccc1	-3	-1	15	3	i	i	-7	1	2
14	COC(=O)CN1C(=O)C(O)=C(C(C)=O)C1c1ccc([N+](=O)[O-])cc1 (stereo unspecified)	3	8	-7	3	i	i	-9	14	-2
15	COc1ccc(CCNC(=O)N2CCOCC2)cc1	-1	2	5	5	i	i	-11	9	0
16	COC(=O)CN1C(=O)[C@H]2[C@@H](C3CC3)N3C(=O)CN(CCO)C(=O)[C@@]3(Cc3ccccc3)[C@H]2C1=O	-4	-2	5	-1	i	i	-14	3	-1
17	COc1ccc2oc(C(=O)OCC(=O)N(CC(C)C)c3c(N)n(Cc4ccccc4)c(=O)[nH]c3=O)c(C)c2c1	9	3	-22	-2	i	+	-11	7	-13
18	COCCn1c(=S)[nH]c2cc(C(=O)N3CCN(Cc4ccc5c(c4)OCO5)CC3)ccc2c1=O	5	1	-69	2	i	i	-9	9	5
19	COC(=O)C1(C(=O)OC)C[C@H](/C=C/c2ccccc2)N(Cc2ccccc2OC)[C@@H]1c1ccccc1	.	1	.	.	.	i	.	-3	-8
20	C#CCOCCOCCOCCNc1nc(N2CCN(C(=O)[C@H](CCCN=C(N)N)n3cc(C(N)[C@@H](C)CC)nn3)CC2)nc(N2CCN(C(=O)[C@H](CCC(=O)O)n3cc([C@@H](N)CC(N)=O)nn3)CC2)n1 (stereo partly specified)	1	-5	6	1	i	i	-6	-20	4
21	Cc1ccc(C2=C(O)c3ccccc3C(=O)C2=O)cc1	2	1	14	-5	i	i	-3	22	1
22	COc1ccc(CN2CCC(Oc3ccc(C(=O)N4CCCCC4)cc3)CC2)cc1C	-4	2	-4	15*	i	i	0	-5	2
23	CC(=O)Nc1ccc(-c2csc(NC(=O)CN3C(=O)NC4(CCCC4)C3=O)n2)cc1	0	8	-2	2	i	i	0	7	3
24	Oc1ccc(C[C@H]2CNC(=S)N2CCc2cc(C(F)(F)F)cc(C(F)(F)F)c2)cc1	-3	1	-31	3	i	i	-1	-3	0
25	O=C(C1CCN(c2ncnc3c2nc2n3CCCCC2)CC1)N1CCN(c2cccc(Cl)c2)CC1	-7	2	5	0	i	i	24	-19	-1

Further records.
no.	structure	NadD block	CSN inh	MLLE-PAM2 inh	Rin1 Abl inh	Rpn11 inh	Neddyl block	FAS TE block	SKN-1 block	MT1-MMP act inh
26	Cc1ccc(NC(=O)N2CCN(S(=O)(=O)c3ccccc3)CC2)cc1	3	-5	1	1	i	i	-2	5	7
27	CC1(C)C2CCC1(CS(=O)(=O)NCc1ccc(C(=O)O)cc1)C(=O)C2 (stereo unspecified)	10	3	21	0	i	i	-6	6	0
28	Cc1nn(C)c(NC(=O)c2ccccc2Cl)c1Br	-4	-1	-8	-2	i	i	0	-8	3
29	Cc1ccc(C)c(N2CCN(CCCc3ccccc3)CC2)c1	-5	-3	7	1	i	i	6	-11	6
30	C=CCn1c(=S)sc2c(=O)[nH]c(C)nc21	-1	0	4	5	i	i	6	6	1
31	CCCCc1n[nH]c2c1C(=O)CC(C)(C)C2	3	1	-8	3	i	i	-6	3	2
32	C/C(=N\NC(=O)c1ccccc1)c1ccccc1Br	1	-4	-9	3	i	i	-4	14	10
33	Cc1ccc2cccc(NC3OC(=O)c4ccccc43)c2n1 (stereo unspecified)	-2	3	1	-3	i	i	-4	11	6
34	c1cc(-c2cc3nc(NC4CCCCC4)ccn3n2)ccc1OCCN1CCOCC1	-7	1	-7	1	i	.	6	8	4
35	Cc1cccc(NC(=O)c2ccc(CN3CCN(Cc4ccccc4)CC3)cc2)c1	1	-1	10	2	i	i	-5	2	2
36	CC(=O)c1ccc(N2CCN(CC(O)COC(c3ccccc3)c3ccccc3C)CC2)cc1 (stereo unspecified)	-1	3	-2	1	i	i	14	-3	1
37	Cc1ccc(C23CC4CC(CC(C(=O)NC(C)C(N)=O)(C4)C2)C3)cc1 (stereo unspecified)	0	-3	-7	1	i	i	-1	1	-2
38	COC(=O)C1=C(C(=O)OC)[C@@H]2Nc3ccccc3[C@@]23C[C@@H](C(=O)OC)N=C3N1	2	1	11	4	i	i	-7	-20	-3
39	COc1cccc(C(=O)Nc2c(C)n[nH]c2C)c1	-1	1	3	-2	i	i	-4	5	0
40	Cn1c(=O)c2c(nc3n2CC(O)CN3c2ccc(O)cc2)n(C)c1=O (stereo unspecified)	-5	3	-3	1	i	i	-3	21	-1
41	COc1ccccc1C(=O)NCC(=O)NC(C)CCc1ccccc1 (stereo unspecified)	3	-2	16	-1	i	i	-3	-10	1
42	Cc1ccc(-c2noc(CC(c3ccccc3)c3ccccc3)n2)cc1	6	-1	-7	-1	i	i	24	-9	-8
43	CCOc1cc(N2CCOCC2)c(OCC)cc1NC(=O)c1ccccc1	3	0	3	-1	i	i	-1	-1	5
44	CCCc1cc(C(=O)N2CCCC(CO)(CCCc3ccccc3)C2)n(C)n1 (stereo unspecified)	4	1	3	4	i	i	2	13	5
45	NC(=O)C1CCN(C(=O)CN(C2CCCCC2)S(=O)(=O)c2ccc(F)cc2)CC1	0	-1	-1	0	i	i	-3	-12	4
46	COc1cccc(C(=O)NCCNC(=O)c2ccccn2)c1	3	-2	-5	-2	i	i	-3	-10	1
47	COC(=O)CCCC1=CC2=C(c3ccccc3)C(=O)C(C)(OC(=O)C3CCCC3)C(=O)C2=CN1C1CCCC1 (stereo unspecified)	5	1	22	0	i	i	2	9	-9
48	Cc1ccc(CNC(=O)c2ccc(N3CCC4(CC3)CC(c3ccccc3)=NO4)c(N)c2)cc1	23	-4	4	1	i	i	-2	-1	7
49	COc1cccc(Nc2ncnc3onc(-c4ccccc4OC)c23)c1	-4	1	2	-2	i	i	6	15	1
50	N/C(=N\OC(=O)Cc1cccs1)c1cccc([N+](=O)[O-])c1	-6	-4	2	1	i	i	14	-7	-2

Records 38 to 50 of the list above:
no.	structure	NadD block	CSN inh	MLLE-PAM2 inh	Rin1 Abl inh	Rpn11 inh	Neddyl block	FAS TE block	SKN-1 block	MT1-MMP act inh
38	COC(=O)C1=C(C(=O)OC)[C@@H]2Nc3ccccc3[C@@]23C[C@@H](C(=O)OC)N=C3N1	2	1	11	4	i	i	-7	-20	-3
39	COc1cccc(C(=O)Nc2c(C)n[nH]c2C)c1	-1	1	3	-2	i	i	-4	5	0
40	Cn1c(=O)c2c(nc3n2CC(O)CN3c2ccc(O)cc2)n(C)c1=O (stereo unspecified)	-5	3	-3	1	i	i	-3	21	-1
41	COc1ccccc1C(=O)NCC(=O)NC(C)CCc1ccccc1 (stereo unspecified)	3	-2	16	-1	i	i	-3	-10	1
42	Cc1ccc(-c2noc(CC(c3ccccc3)c3ccccc3)n2)cc1	6	-1	-7	-1	i	i	24	-9	-8
43	CCOc1cc(N2CCOCC2)c(OCC)cc1NC(=O)c1ccccc1	3	0	3	-1	i	i	-1	-1	5
44	CCCc1cc(C(=O)N2CCCC(CO)(CCCc3ccccc3)C2)n(C)n1 (stereo unspecified)	4	1	3	4	i	i	2	13	5
45	NC(=O)C1CCN(C(=O)CN(C2CCCCC2)S(=O)(=O)c2ccc(F)cc2)CC1	0	-1	-1	0	i	i	-3	-12	4
46	COc1cccc(C(=O)NCCNC(=O)c2ccccn2)c1	3	-2	-5	-2	i	i	-3	-10	1
47	COC(=O)CCCC1=CC2=C(c3ccccc3)C(=O)C(C)(OC(=O)C3CCCC3)C(=O)C2=CN1C1CCCC1 (stereo unspecified)	5	1	22	0	i	i	2	9	-9
48	Cc1ccc(CNC(=O)c2ccc(N3CCC4(CC3)CC(c3ccccc3)=NO4)c(N)c2)cc1	23	-4	4	1	i	i	-2	-1	7
49	COc1cccc(Nc2ncnc3onc(-c4ccccc4OC)c23)c1	-4	1	2	-2	i	i	6	15	1
50	N/C(=N\OC(=O)Cc1cccs1)c1cccc([N+](=O)[O-])c1	-6	-4	2	1	i	i	14	-7	-2

Other entries.
no.	structure	NadD block	CSN inh	MLLE-PAM2 inh	Rin1 Abl inh	Rpn11 inh	Neddyl block	FAS TE block	SKN-1 block	MT1-MMP act inh
51	COc1ccc(OC)c(-n2c(-c3cc(-c4ccco4)[nH]n3)n[nH]c2=S)c1	9	10	-12	-1	i	i	-4	-2	-4
52	CCC(=O)Nc1cccc(SC)c1	2	-3	2	-1	i	i	-3	10	2
53	CCN(CC)S(=O)(=O)c1ccc(C)c(NC(=S)N2CCN(C/C=C/c3ccccc3)CC2)c1	1	-1	-51	1	i	i	6	1	-7
54	Cc1ccsc1C(=O)NC(C)c1ccc2c(c1)OCO2 (stereo unspecified)	-6	-2	0	-4	i	i	-7	-1	-2
55	CN(C)CC(C)(C)NS(=O)(=O)c1ccc(Cl)cc1	-2	5	-2	5	i	i	-8	-8	2
56	CC(C)N1CCc2c(sc(NC(=O)CCS(=O)(=O)c3ccccc3)c2C(N)=O)C1	-7	0	8	-1	i	i	-3	16	-4
57	CC(C)(C)c1ccc(C(=O)O/N=C(\N)Cc2cccs2)cc1	0	4	8	2	i	i	5	13	-3
58	COc1ccc(CN(C)CCCn2cnc3c(OCc4ccccc4)ncnc32)cc1OC	-6	0	0	1	i	i	-12	18	-2
59	COc1ccc(C(C#N)=C2C=CC(=NO)C=C2)cc1	-2	6	8	1	i	i	-90	-4	-5
60	Oc1ccccc1N1CCN(c2ncnc3sc(-c4ccccc4)cc23)CC1	-1	6	-17	2	i	i	14	0	7
